# A549 tox – kills or reduces viability of A549 cells in Nrf2 counter-screen; A549 ARE-Fluc cells, CellTiter-Fluor viability, 18-24 h; Potency, µM (titrated, usually from 46 µM), for the others: at the highest dose activity change, negative = cytotoxicity, hits mostly inhibitors; 390,000 tested, 0.16% active; AID 504648; further: potency means the concentration at half of the fitted maximal effect; on the % scale 0 is the no-effect control and ±100 the full control effect
#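 Cytotoxicity counterscreen: CellTiter-Fluor fluorescence was measured in A549 ARE_Fluc cells after 18-24 h of compound exposure in a concentration series. The subsequent BugLite luminescent read reports ARE-luciferase activity.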
# TGFb SMAD3 inh – TGF-b pathway inhibition. Potency, µM (top dose mostly 46.1 µM), for the others: top-dose activity, negative = inhibition, usual class: inhibitors. 410,000 tested, 1.2% active. HepG2 CAGA-GFP TGF-b/SMAD3 reporter, GFP fluorescence, 18 h; TGF-beta stimulated, 500 pg/mL final; further: potency means the concentration at half of the fitted maximal effect; on the % scale 0 is the no-effect control and ±100 the full control effect; nearly all actives have a fitted effect of over 65% in size
#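 Read-out: total well GFP (ex488/em500-530) summed from mean per-cell fluorescence. Cells: HEPG2 CAGA-GFP, 1% FBS DMEM, 18 h at 37 degrees C with 500 pg/mL final TGF-beta. Unstimulated wells served as the full-inhibition control; stimulated DMSO wells = 0%.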
# pAkt inh – blocks phosphorylation of Akt; 360,000 tested, 0.32% active; activity change, % for hits at 50 µM; Neuro2A IGF-stimulated pAkt S473 HTRF, 20 min; stronger effect = lower value; in the data active means activity change below about -80%; inconclusive means mostly about -51% to -80%; further: on the % scale 0 is the no-effect control and ±100 the full control effect
#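 Neuro2A cells (4,500/well, DMEM with 0.5% FBS) were treated with compound at a single 50 µM final concentration, stimulated with 6 nM IGF for 20 min at 37 °C, and lysed. Phospho-Akt Ser473 was read by HTRF as 665/615 ratio ×10^4.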
# Abeta yeast res – A-beta toxicity reversal in yeast; yeast expressing A-beta42, growth rescue, OD600, 48 h; response scale: 0% DMSO, 100% iron-clioquinol control; Potency, µM (titrated, usually from 46.1 µM), for inactives: at the top dose growth rescue, usual class: activators; 410,000 tested, 0.063% active; further: potency means the concentration at half of the fitted maximal effect; nearly all actives have a fitted effect of over 55% in size
#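 Yeast growth medium received pinned compounds, then yeast cells expressing toxic A-beta were added; plates incubated at 30 C for 48 hr. Growth read as absorbance at 600 nm, normalized to DMSO and equimolar FeCl3 plus clioquinol controls.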
# Mm-Cpn inhibitor – inhibitors of Methanococcus maripaludis chaperonin (MmCpn); purified Mm-Cpn ATPase, ADP Transcreener TR-FRET; Potency, µM (top dose mostly 76.9 µM), for inactives: at the highest dose activity, negative = inhibition, actives largely listed as inhibitors; 330,000 tested, 0.031% active; AID 504842; further: potency means the concentration at half of the fitted maximal effect; on the % scale 0 is the no-effect control and ±100 the full control effect; nearly all actives have a fitted effect of over 80% in size
#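 TR-FRET (320 nm excitation; 590 and 665 nm emission) reports ADP made from 10 uM ATP by 25 nM enzyme; compounds were preincubated 10 min, reaction run 30 min, both at 37°C.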
# HepG2 tox – HepG2 cytotoxicity, counter-screen for TGF-b inhibitors | HepG2 CAGA-GFP viability, ATP luminescence, 18 h | Potency, µM (highest dose often 46.1 µM), for the others: top-dose activity change, negative = cytotoxicity, most hits filed as cytotoxic | 410,000 tested, 0.76% active; further: potency means the concentration at half of the fitted maximal effect; some results filed as inactive show a strong effect at the top dose
#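 HepG2 CAGA-GFP cells (1000/well, DMEM with 1% FBS) received compound, then TGF-beta at 500 pg/mL final, and were incubated 18 hours at 37 degrees C. Viability was read by CellTiter-Glo luminescence. Media-only wells were set as complete cell-killing and DMSO as no toxicity.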
# Nrf2 inh – blocks Nrf2 signaling; 360,000 tested, 2.1% active; A549 ARE-Fluc reporter, luciferase luminescence, 18-24 h; Potency, µM (highest dose often 46 µM), for inactives: at the highest dose activity change, negative = inhibition, hits mostly inhibitors; further: potency means the concentration at half of the fitted maximal effect; on the % scale 0 is the no-effect control and ±100 the full control effect; nearly all actives have a fitted effect of over 60% in size
#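 Reporter: ARE-Fluc in A549. Exposure: 18-24 h, 37 °C, 5% CO2, 5% FBS OPTI-MEM. Readouts: fluorescent cytotoxicity (CellTiter-Fluor), then luminescent Nrf2 signal after BugLite.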
# CCT chaperon mod – changes cytosolic chaperonin activity | purified chaperonin ATPase assay, HTRF ADP detection, 30 min | activity change, % (no concentration beside the values), hits read low | 360,000 tested, 0.3% active; in the data active means activity change below about -30%; further: on the % scale 0 is the no-effect control and ±100 the full control effect
#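 TRiC (40 or 20 nM final, by batch activity) in 30 mM Tris pH 7.4, 100 mM KCl, 5 mM MgCl2, 1 mM DTT was treated with compound at 76 uM single dose, then 10 uM ATP, 30 min at 37 °C. ADP was read by HTRF Transcreener.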
# Nrf2 ARE act – activators of Nrf2 (ARE) signaling; AREc32 ARE-luciferase reporter (MCF7-derived line), luminescence, 24 h; Potency, µM (titrated, usually from 46.1 µM), without a hit: top-dose activation, usual class: activators; 410,000 tested, 0.31% active; further: potency means the concentration at half of the fitted maximal effect; % of control where 0% means no effect; nearly all actives have a fitted effect of over 65% in size
#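 AREc32 cells carrying an ARE-driven firefly luciferase, 1000 cells/well in OPTI-MEM with 5% FBS, dosed after overnight attachment and incubated 24 hr at 37 deg C. Steady-Glo luminescence read after 30 min at RT.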
# * marks the source's active call; other numbers are inactive results; i = inactive; ? = inconclusive; nt = not tested or not shown; [ ] = another dose, or the depositor's remark. Unless noted, the call rests on the fitted dose curve; in most records, active means well fitted curve in the direction sought with a large enough effect; inconclusive means small, poorly fitted or top-dose-only effect, or another doubt; inactive means no such curve, though single readings can be large; an effect the other way counts as inactive or inconclusive.
No.	SMILES	HepG2 tox	CCT chaperon mod	Abeta yeast res	Nrf2 inh	Nrf2 ARE act	TGFb SMAD3 inh	A549 tox	pAkt inh	Mm-Cpn inhibitor
1	COc1ccc(S(=O)(=O)N(CCc2ccccc2)CC(N)=O)cc1	-12%	-4.1	-9%	5%	1.9%	1%	10%	i	0%
2	CC(O)(c1ccc(F)c(F)c1)c1nc(-c2cccc(C(=O)O)c2)cs1 (stereo not given)	-7%	-3.3	-14%	nt	2.7%	13%	nt	i	nt
3	Cc1cc(NC(=S)NC(=O)c2ccccc2)ccc1-c1cc2ccccc2oc1=O	17%	-1.6	8%	?	0.3%	21%	-24%	i	-1%
4	COCCn1c(SCC(=O)N2CCCCC2)nc2c(c1=O)SC(C)C2 (stereo not given)	21%	-0.7	7%	2%	2.6%	13%	-11%	i	2%
5	COc1ccc(-c2[nH]ncc2CN2CCC(N3CCSCC3)CC2)cc1F	9%	-0.6	15%	1%	0.0%	17%	-6%	i	0%
6	Cc1cccc(C(=O)Nc2ccccc2OCc2cc(=O)n3cc(C)ccc3n2)c1	-8%	nt	-3%	nt	0.6%	3%	12%	nt	nt
7	CCN(CC)S(=O)(=O)c1ccc(NC(=O)CSc2cccc[n+]2[O-])cc1	10µM*	-4.3	-2%	4%	-0.3%	13%	2%	i	-1%
8	CSC(=S)N/N=C/c1ccccc1	-26%	-2.6	?	18%	?	-13%	1%	i	?

No.	SMILES	HepG2 tox	CCT chaperon mod	Abeta yeast res	Nrf2 inh	Nrf2 ARE act	TGFb SMAD3 inh	A549 tox	pAkt inh	Mm-Cpn inhibitor
9	CC1(c2ccc(OC(F)F)cc2)NC(=O)N(CC(=O)Nc2cccc(S(N)(=O)=O)c2)C1=O (stereo not given)	-7%	-5.5	2%	?	-1.9%	-6%	1%	i	-1%
10	COc1cccc(CN=c2c([N+](=O)[O-])nn(-c3ccccc3C)n2O)c1	-29%	-4.1	-9%	9%	0.2%	-17%	2%	i	-1%
11	Cc1ccc(-c2noc(CSc3nc(N)cc(N)n3)n2)cc1	-14%	-1.1	-19%	?	3.0%	11%	nt	i	0%
12	CCc1ccc(NC(=O)CC2C(=O)NCCN2C(=S)Nc2ccccc2)cc1 (stereo not given)	3%	-0.4	-4%	15%	3.4%	0%	-4%	i	2%
13	CCCCOCCCNC(=O)c1ccc([N+](=O)[O-])c(C)c1	1%	0.3	12%	2%	-0.7%	-25%	15%	i	2%
14	CCC1(c2ccc(F)cc2)NC(=O)N(CC(=O)NCc2ccccc2Cl)C1=O (stereo not given)	0%	-1.5	-12%	-20%	0.0%	-21%	-5%	i	1%
15	O=C(O)c1ccccc1NS(=O)(=O)c1cccc2cccnc12	-1%	-1.9	10%	nt	-0.6%	2%	2%	i	1%
16	CCCS(=O)(=O)N1CCN(Cc2ccco2)CC1	-1%	-1.3	4%	nt	0.1%	14%	7%	i	-1%

No.	SMILES	HepG2 tox	CCT chaperon mod	Abeta yeast res	Nrf2 inh	Nrf2 ARE act	TGFb SMAD3 inh	A549 tox	pAkt inh	Mm-Cpn inhibitor
17	O=C(NC1=NCCS1)C12CC3CC(C1)CC(C(=O)NC1=NCCS1)(C3)C2	-12%	-5.7	2%	-16%	2.0%	9%	-10%	i	-1%
18	CN(C)S(=O)(=O)c1cccc(NC(=O)c2cc3ccccc3o2)c1	6%	-0.9	9%	?	3.1%	-1%	-19%	nt	-4%
19	CCOc1ccc(N(C(=O)c2ccc(C)cc2)S(=O)(=O)c2ccc3c(c2)n(C)c(=O)n3C)cc1	-4%	nt	-2%	18%	2.3%	21%	10%	nt	nt
20	Cc1ccc(C(=O)NCC(=O)N2CCC(Cc3ccccc3)CC2)cc1	-9%	0.1	-27%	-9%	0.4%	10%	3%	i	-3%
21	CCCn1nnnc1NCc1ccc(SC)cc1	-5%	-5.0	-2%	-35%	0.1%	-5%	0%	i	3%
22	CCN(CC)c1ccc(NC(=O)COC(=O)CCC(=O)c2ccc(F)cc2)cc1	7%	2.7	9%	19%	0.1%	7%	0%	i	-3%
23	COc1ccc(CONS(=O)(=O)c2ccc(NC(C)=O)cc2)cc1Cl	41%	-2.6	8%	0%	-0.5%	-15%	3%	i	1%
24	COc1ccc2c(c1)S(=O)(=O)c1ccccc1N2	0%	-1.7	11%	-6%	-0.5%	6%	1%	i	-1%

No.	SMILES	HepG2 tox	CCT chaperon mod	Abeta yeast res	Nrf2 inh	Nrf2 ARE act	TGFb SMAD3 inh	A549 tox	pAkt inh	Mm-Cpn inhibitor
25	O=C1NC(=S)S/C1=C\c1coc2ccccc2c1=O	-3%	1.1	-55%[inhibitor]	-4%	?	-1%	-4%	i	0%
26	COc1ccc(NC(=O)CSc2nnc(-c3ccccc3Cl)n2Cc2ccco2)c(OC)c1	-4%	-4.6	-4%	-3%	2.5%	-1%	0%	i	-13%
27	C#CCOCCOCCOCCNc1nc(N2CCN(C(=O)CCCCCCCCCCNC(=O)Cn3cc(CCCCCN)nn3)CC2)nc(N2CCN(C(=O)CCCCCCCCCCNC(=O)Cn3cc(CCCCCN)nn3)CC2)n1	-35%	0.7	10%	-6%	6.7%	?	-14%	i	1%
28	COc1cc(OC)c(NC(=O)c2cc3ccccc3cc2O)cc1Cl	-27%	1.4	-7%	26µM*	23%	?	-27%	i	nt
29	COc1ccc(C2(CNC(=O)C(=O)Nc3ccc(F)cc3)CCCC2)cc1OC	-35%	nt	-15%	-3%	0.5%	0%	3%	nt	nt
30	CCCCn1nc2cc(C(=O)NCc3cc(C(F)(F)F)cc(C(F)(F)F)c3)ccc2c1OCC	-27%	-0.5	3%	18µM*	-0.5%	-13%	-6%	i	-3%
31	COc1cc(C(=O)N2CCN(C(=O)COc3cccc(C)c3)CC2)cc(OC)c1OC	-33%	nt	-10%	7%	3.1%	-16%	13%	nt	nt
32	Cn1nc(C(F)(F)F)cc1C(=O)O	36%	-2.5	-2%	3%	4.2%	21%	-2%	i	0%

# Single records, from the list above:
# COc1ccc(NC(=O)CSc2nnc(-c3ccccc3Cl)n2Cc2ccco2)c(OC)c1 as listed: HepG2 tox = -4%; CCT chaperon mod = -4.6; Abeta yeast res = -4%; Nrf2 inh = -3%; Nrf2 ARE act = 2.5%; TGFb SMAD3 inh = -1%; A549 tox = 0%; pAkt inh = i; Mm-Cpn inhibitor = -13%
# COc1cc(OC)c(NC(=O)c2cc3ccccc3cc2O)cc1Cl as listed: HepG2 tox = -27%; CCT chaperon mod = 1.4; Abeta yeast res = -7%; Nrf2 inh = 26µM*; Nrf2 ARE act = 23%; TGFb SMAD3 inh = ?; A549 tox = -27%; pAkt inh = i; Mm-Cpn inhibitor = nt

# Compounds from the list above that contain a COOH group (three):
No.	SMILES	HepG2 tox	CCT chaperon mod	Abeta yeast res	Nrf2 inh	Nrf2 ARE act	TGFb SMAD3 inh	A549 tox	pAkt inh	Mm-Cpn inhibitor
2	CC(O)(c1ccc(F)c(F)c1)c1nc(-c2cccc(C(=O)O)c2)cs1 (stereo not given)	-7%	-3.3	-14%	nt	2.7%	13%	nt	i	nt
15	O=C(O)c1ccccc1NS(=O)(=O)c1cccc2cccnc12	-1%	-1.9	10%	nt	-0.6%	2%	2%	i	1%
32	Cn1nc(C(F)(F)F)cc1C(=O)O	36%	-2.5	-2%	3%	4.2%	21%	-2%	i	0%

# New compounds follow:
No.	SMILES	HepG2 tox	CCT chaperon mod	Abeta yeast res	Nrf2 inh	Nrf2 ARE act	TGFb SMAD3 inh	A549 tox	pAkt inh	Mm-Cpn inhibitor
33	CC(C)Cc1nnc(NC(=O)Cc2cccs2)s1	-9%	0.8	5%	7%	3.2%	-1%	7%	i	-12%
34	C#CCN(C[C@H]1[C@H](OC(=O)NCC2CCCCC2)[C@H](OC(=O)NCC2CCCCC2)C[C@H]2C(=O)N(c3ccccc3)C(=O)[C@@H]12)S(=O)(=O)c1ccc(C)cc1	2%	-0.5	-2%	nt	0.0%	-2%	nt	i	nt
35	CC(C)NC(=S)NNc1nc2ccccc2s1	5%	-2.1	-12%	10%	21%	-10%	0%	i	0%
36	COC(=O)CSc1nnc(C)n1-c1ccc(C)cc1	-12%	-2.0	-5%	nt	0.1%	2%	3%	i	0%
37	CN(C)c1ccc(N/C=C/C(=O)c2ccccc2)cc1	-21%	0.2	-6%	nt	0.3%	11%	-3%	i	-10%
38	COC(=O)c1ccc(CSc2ccccc2NC(=S)Nc2cccc(SC)c2)o1	-1%	-1.0	?	nt	8.4%	-14%	nt	i	nt
39	CC(C)CC(=O)Nc1ccc2nc(SCC(=O)N3CCc4ccccc43)sc2c1	-32%	nt	-8%	-29%	0.4%	-26%	1%	nt	nt
40	O=C1CN(c2nc(-c3cccnc3)nc3scc(-c4ccccc4)c23)CCN1	8%	0.3	-17%	?	4.7%	-5%	2%	i	-9%
41	CN(C)c1ccc(NC(=O)C[n+]2ccccc2)cc1	-1%	0.3	6%	-6%	0.3%	9%	-2%	i	-2%
42	CN(C(=S)NC(=O)C1CCCC1)c1ccccc1	-31%	-6.3	3%	nt	12%	?	nt	i	nt
43	Cc1ccc2c(c1)c1c(c(=O)n(-c3ccccc3)c(=O)n1CC(=O)c1ccc(Cl)cc1)n2C	-7%	nt	-4%	12%	-0.9%	3%	12%	nt	nt

# From PubChem
